High-throughput results (PubChem)
GCN5L2 inh: blocks human GCN5L2 histone acetyltransferase; Q92830; GCN5L2 HAT assay, ThioGlo1 CoA-SH fluorescence; Potency, µM (highest dose often 58.9 µM), for the others: top-dose activity change, negative = inhibition, most hits filed as inhibitors; 390,000 compounds, 0.21% hits; AID 504327
Target sequence (Q92830 whole entry, looked up): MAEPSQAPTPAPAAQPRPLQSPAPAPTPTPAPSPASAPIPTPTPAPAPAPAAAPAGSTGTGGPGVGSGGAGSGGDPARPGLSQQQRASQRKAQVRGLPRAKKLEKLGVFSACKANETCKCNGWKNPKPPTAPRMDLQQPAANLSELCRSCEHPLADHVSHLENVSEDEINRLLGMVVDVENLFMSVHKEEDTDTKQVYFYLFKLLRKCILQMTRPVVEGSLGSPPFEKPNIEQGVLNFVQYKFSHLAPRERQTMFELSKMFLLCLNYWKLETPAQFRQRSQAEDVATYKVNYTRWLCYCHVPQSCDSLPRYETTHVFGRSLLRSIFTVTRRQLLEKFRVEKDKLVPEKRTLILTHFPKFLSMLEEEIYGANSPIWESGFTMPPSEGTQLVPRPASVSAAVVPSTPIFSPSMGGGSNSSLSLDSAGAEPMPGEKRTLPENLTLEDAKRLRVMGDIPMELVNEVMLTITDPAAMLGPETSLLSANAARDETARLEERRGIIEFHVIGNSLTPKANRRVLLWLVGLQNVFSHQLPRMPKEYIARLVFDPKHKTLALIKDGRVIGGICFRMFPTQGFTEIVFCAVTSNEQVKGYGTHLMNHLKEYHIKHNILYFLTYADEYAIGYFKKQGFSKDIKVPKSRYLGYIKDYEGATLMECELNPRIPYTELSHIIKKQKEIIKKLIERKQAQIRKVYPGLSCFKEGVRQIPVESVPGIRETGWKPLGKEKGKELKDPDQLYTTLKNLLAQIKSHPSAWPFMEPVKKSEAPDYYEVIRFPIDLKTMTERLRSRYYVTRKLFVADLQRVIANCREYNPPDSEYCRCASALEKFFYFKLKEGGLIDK
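Fluorescence readout, Ex340nm/Em540nm: ThioGlo1 (50uM final) reacts with free CoA thiol released as 20nM GCN5L2 acetylates H3(1-25) peptide (75uM) using acetyl-CoA (70uM). Compound and enzyme sat 15 min beforehand; 20 min room-temperature reaction.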
DT40 TDP1 no CPT: qHTS for Inhibitors of human tyrosyl-DNA phosphodiesterase 1 (TDP1): qHTS in cells in absence of CPT | DT40 Tdp1-/- hTDP1 cells, no CPT, ATP luminescence, 48 h | Potency, µM (highest dose often 46.2 µM), without a hit: at the highest dose activity change, negative = growth inhibition, usual class: inhibitors | 420,000 compounds, 15% hits; note: nearly all actives have a fitted effect of over 55% in size
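Luminescent ATP content (CellTiter-Glo) served as the growth readout. Knockout chicken DT40 cells expressing human TDP1 were exposed to compounds without camptothecin for a minimum 48 hr at 37 °C.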
TDP1 inh: inhibitors of human tyrosyl-DNA phosphodiesterase TDP1; Q9NUW8; recombinant TDP1, AlphaScreen DNA substrate cleavage; Potency, µM (top dose mostly 130 µM), inactives show at the top dose activity change, negative = inhibition, usual class: inhibitors; 350,000 compounds, 0.28% hits; note: nearly all actives have a fitted effect of over 40% in size
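Recombinant E. coli-expressed Tdp1 (1 nM) preincubated with compound 15 min at RT, then 5'-biotin/3'-phosphotyrosine-FITC DNA substrate (15 nM) added for 5 min. AlphaScreen beads (10 ug/ml) added, 10 min RT; tyrosine-FITC cleavage read as signal loss.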
Active calls of the source: *; ? = inconclusive; . = not tested or not shown; & = joins results of further samples; [ ] = remark or other dose. Calls come from the whole dose curve; as a rule, active = well fitted curve in the direction sought with a large enough effect; inconclusive = small, poorly fitted or top-dose-only effect, or another doubt; inactive = no such curve, though single readings can be large; an effect the other way counts as inactive or inconclusive. % is set by controls: 0 for no effect and ±100 for the full control effect; potency is the fitted concentration of half-maximal effect. A portion of the library, so the mix of outcomes need not match the whole.

Order of values: GCN5L2 inh | DT40 TDP1 no CPT | TDP1 inh
O=C(c1cccs1)N1CCC(c2nc3c(nnn3Cc3ccccc3Cl)c(=O)[nH]2)CC1
    -5% | ? | .
COC(=O)CNC(=O)COC(=O)/C=C/c1ccccc1[N+](=O)[O-]
    -2% | 6% | 5%
CCOCCCNC(=O)/C(C#N)=C/c1cc(OC)c(O)c([N+](=O)[O-])c1
    -12% | 2.9µM* | 4%
COc1cc(C(=O)Oc2c(Sc3ccccc3)c(C)nn2-c2ccccc2)cc(OC)c1OC
    0% | -26% | 6%
Fc1ccccc1NC(=S)Nn1cnnc1
    -6% | 0% | 8%
CCOC(=O)N1CCN(C(=O)c2ccccc2-c2ccccc2)CC1
    -2% | 3.3µM* | 3%
CC1CN(S(=O)(=O)c2ccc(CN3C(=O)c4cccnc4C3=O)cc2)c2ccccc2O1 (centres undefined)
    -7% | 11% | 5%
COc1ccc(NC(=O)NNC(=O)COc2ccc3ccccc3c2)cc1OC
    -20% | ? | 3%[56.1 µM]
CCOC(=O)C1CCN(S(=O)(=O)c2c(C)n[nH]c2C)CC1
    -2% | 0% | 3%
COc1ccc(C(CNC(=O)c2ccc(S(=O)(=O)N3CC(C)CC(C)C3)cc2)N(C)C)cc1 (centres undefined)
    -1% | 29µM* | 3%
COc1ccc(C(=O)Nc2ccc3nc(SCC(=O)N(C)c4ccccc4)sc3c2)cc1
    3% | 16µM* | 5%
CN(Cc1nc(Cc2ccccc2F)no1)Cc1cccc2ncccc12
    -12% | 16µM* | 3%
COC(=O)NCc1c(C)nn(-c2ccccc2)c1-n1cccc1
    -7% | ? | 3%
C/C=C(\C)C(=O)OC(C)(C)[C@H]1Cc2cc3ccc(=O)oc3cc2O1
    14% | ? | .
CCN(CC)C(=O)CC(c1cc(OC)c(OC)c(OC)c1)c1c(O)cc(OC)cc1OC (centres undefined)
    -1% | -9% | 3%
OC(CN1CCNCC1)Cn1c2ccccc2c2ccccc21 (centres undefined)
    0% | -15% | .
CC(C)(C)C(=O)N1CCN(S(=O)(=O)c2ccc3c(c2)OCCCO3)CC1
    1% | 18µM* | 3%[0.505 µM]
COc1ccc(-n2c(N)c(C(=O)NCc3ccco3)c3nc4ccccc4nc32)c(OC)c1
    -13% | ? | 1%
O=C(Nc1ccccc1)Nc1ccc(C(=O)N2CCCC2)cc1
    -7% | 12µM* | 3%
COc1ccc(CCNC(=O)c2cc(-c3cc(C)ccc3O)n[nH]2)cc1OC
    -6% | ? | 6%
O=[N+]([O-])c1ccc(NCCNS(=O)(=O)c2ccccc2)c(C(F)(F)F)c1
    -9% | 18µM* | 6%
O=C(C=C1CCN(c2ncc(C(F)(F)F)cc2Cl)CC1)NNC(=O)Nc1ccc(Cl)cc1
    -7% | ? | 2%
CCN(C(=O)COC(=O)c1ccc2c(c1)OCO2)c1ccccc1
    -4% | ? | -3%
COc1ccc(Cc2nnc(SCC(=O)NC3CCCCC3)n2C)cc1
    1% | -9% | 7%
CCc1ccc2[nH]cc(S(=O)(=O)c3ccc(C)c(C)c3)c(=O)c2c1
    1% | -28% | .
O=C(c1cc(Cl)cc(Cl)c1)N1CCN(c2cc(C(F)(F)F)nc3ccccc23)CC1
    -4% | 12µM* | 1%
O=C(Nc1ccccc1N1CCOCC1)c1ccccc1[N+](=O)[O-]
    5% | -25% | -2%
CCOC(=O)c1c(C)[nH]c(C)c1S(=O)(=O)N1CCC(C(=O)Nc2ccc(C)c(N(C)C)c2)CC1
    -16% | ? | 5%
O=C(c1cccc([N+](=O)[O-])c1)N1CCCC(C(=O)N2CCN(c3ccccc3)CC2)C1 (centres undefined)
    -22% | -2% | 4%
COc1ccc(S(=O)(=O)NC2CC2)cc1C(=O)N1CCOCC1
    -5% | ? | 6%
COc1cc(CNC2CCCCCCC2)ccc1OCC(N)=O
    1% | 4% | 4%
Cc1cccc(N2C(=O)CC(Sc3ncn[nH]3)C2=O)c1 (centres undefined)
    -10% | 1.8µM* | ?
CC(C)C1COC(c2cccc3ccccc23)=N1 (centres undefined)
    0% | ? | -3%
CN(C)/C=C/C(=O)c1ccc(S(=O)(=O)c2ccccc2)cc1
    -7% | -6% | 0%
COc1ccc2cc3c(N)c(C(=O)N4CCCC4)sc3nc2c1
    -1% | 21µM* | 4%
C=C(C)CSc1nc(N)c2c(C)c(C)sc2n1
    -2% | -11% | 4%
COc1ccc([N+](=O)[O-])cc1CSc1ccccn1
    -9% | -21% | 0%
Cc1ccccc1NC(=O)CNc1ccccc1C(=O)NCc1ccco1
    -7% | ? | 0%
Cn1c(C(=O)OCC(=O)NCc2ccco2)cc2sccc21
    -12% | ? | 1%
O=C(CN1CCN(Cc2ccccc2F)C1=O)NCCc1ccc(Cl)cc1
    -10% | -29% | 4%

Given as tab-separated lines: part of the list above.
Molecule	GCN5L2 inh	DT40 TDP1 no CPT	TDP1 inh
Cn1c(C(=O)OCC(=O)NCc2ccco2)cc2sccc21	-12%	?	1%
O=C(CN1CCN(Cc2ccccc2F)C1=O)NCCc1ccc(Cl)cc1	-10%	-29%	4%

Further records
Order of values: GCN5L2 inh | DT40 TDP1 no CPT | TDP1 inh
Nc1nonc1C(=O)NCCNS(=O)(=O)c1ccc(F)cc1
    -1% | 1% | -3%
Clc1ccc(OCc2nc3ccccc3n2Cc2ccccc2)c(Cl)c1
    0% | ? | 5%[12.3 µM]
Cc1cccc(Cn2cc(S(=O)(=O)c3ccccc3)c(=O)c3cc(F)c(N4CCOCC4)cc32)c1
    -6% | 23µM* | 6%
CCCn1cc2c(c1-c1cccc(C)c1)c(=O)n(C)c(=O)n2C
    -11% | ? | -1%
CCS(=O)(=O)c1nc(S(=O)(=O)c2ccc(Cl)cc2)c(NCc2ccccc2Cl)s1
    0% | ? | 3%
CNC(=O)C1C2C=CC3(O2)C1C(=O)N(CCOC)C3C(=O)NCc1ccc(OC)cc1 (centres undefined)
    -1% | -10% | 0%
Cc1ccc(OCc2cc(C(=O)N(C)CCc3ccccn3)no2)cn1
    -4% | -25% | 3%
NC(=O)COC(=O)c1ccc(-c2ccccc2)cc1
    -1% | -2% | 5%
O=C(c1ccc(NC2=NC3CS(=O)(=O)CC3S2)cc1)N1CCN(c2ccc(F)cc2)CC1 (centres undefined)
    -5% | -3% | .
COc1cn(-c2ccccc2)nc1C(=O)Nc1ccc(C)cc1Cl
    -19% | ? | ?
CCc1cc(=O)oc2c(C)c(O)c(CN(C)C)cc12
    ? | 0% | -1%
COc1ccc(/C=N/NC(=O)c2ccoc2C)cc1CN1CCN(c2ccc(F)cc2)CC1
    -20% | 15µM* | .
COc1ccc(S(=O)(=O)N2CCN(C)CC2c2ccccc2)cc1 (centres undefined)
    -2% | 0% | 2%
CC(=O)Nc1nc(N(C)C)nc(N(C)C)n1
    -3% | -6% | 3%
O=C(Nc1nc(-c2ccccc2)cs1)c1ccccc1F
    -10% | -12% | 2%
O=C(O)Cc1c(O)ccc2ccccc12
    -16% | -14% | 0%
O=C(CN1C(=O)C2(SCC(=O)N2c2cccc(Cl)c2)c2ccccc21)NCCc1ccccc1 (centres undefined)
    -1% | ? | 0%
COc1ccccc1OCC(=O)Nn1c(=S)[nH]c2ncccc2c1=O
    -5% | -7% | -3%
Oc1nc(Nc2ccc(F)cc2)sc1/C=C1\C=Nc2ccccc21
    -2% | -30% | 1%
Cc1ccccc1S(=O)(=O)N1[C@@H](c2ccc(F)cc2)C(C(=O)O)=CC[C@H]1c1ccc(Cl)cc1
    -27% | -7% | 1%
COc1ccc(N2CC(C(=O)Nc3cc(C)on3)CC2=O)cc1 (centres undefined)
    -6% | -2% | 2%
Cc1ccc(C)c(-n2ccnc2SCC(=O)O)c1
    -6%[0.501 µM] | -3% | -1%
CN(CC(=O)NC1CCCc2ccccc21)C1CCCCC1 (centres undefined)
    0% | ? | 6%
Cc1nnc(-c2ccc(Cl)cc2)nc1NCCN(C)C
    6% | -25% | 0%
COc1ccccc1C(=O)NNC1=C(C(=O)C(F)(F)F)CCC1
    -6% | ? | 9%
COc1ccc(CNC(=O)COc2cc3c(c4oc(=O)cc(C)c24)CCC(C)(C)O3)cc1
    -2% | ? | .
Cc1ccc(C(=O)N/N=C/c2ccc(-c3cccc(Cl)c3)o2)cn1
    -2% | 15µM* | 4%
CCCN1C(=O)SC(CC(=O)Nc2ccccc2)C1=O (centres undefined)
    -3% | ? | 2%
Cc1ccc2ncc(S(=O)(=O)c3ccccc3)c(N3CCCCC3C)c2c1 (centres undefined)
    -10%&-11% | 18µM* | 1%
CSc1ccc(CN(C)Cc2cc(=O)oc3c(C)c(C)ccc23)cc1
    -16% | ? | .
COc1cc(C2C(C#N)=C(C)NC3=C2C(=O)CC(C)(C)C3)cc(OC)c1O (centres undefined)
    -2% | -13% | -6%
COc1ccc(-c2c(C)oc3c(CN4CCOCC4)c(O)ccc3c2=O)cc1
    -10% | 2% | .
COc1ccc(Oc2ccccc2/C=N/O)cc1
    -13% | -16% | 4%
CSc1cccc(NC(=O)c2cccc3cccnc23)c1
    -8% | ? | 2%
O=c1[nH]c2ccccc2c(O)c1-c1ccccc1[N+](=O)[O-]
    -4% | -13% | 1%
C=CC[C@@H](CC(=O)OC(C)(C)C)C(=O)OC[C@@H]1CCCN1C(=O)[C@@H](CC=C)CC(=O)N[C@@H](CO)Cc1ccccc1
    -1% | ? | 0%
CC(=O)/C(C#N)=C1\NC(=O)C(Cc2ccc(C)c(C)c2)S1 (centres undefined)
    -13% | 0.073µM* | 3%
CC1(C)CC(=O)C=C(Nc2ccc(C(=O)O)cc2)C1
    -4% | 13% | -11%
CCCC(C)C(=O)OCC(=O)Nc1c(Br)cc(C)cc1Br (centres undefined)
    -1% | 6% | 4%
C=CCn1c(NC(=O)c2ccco2)c(S(=O)(=O)c2ccccc2)c2nc3ccccc3nc21
    ? | . | 6%
O=C(c1cccnc1)N1CCN(C(=O)c2cccc(Cl)c2)CC1
    -7% | 1% | .
Cc1ccc(C(=O)NC2CCCc3c2cnn3-c2ccc(F)cc2F)cn1 (centres undefined)
    -24% | . | 4%
OC(Cn1cccn1)c1ccccc1 (centres undefined)
    0% | -3% | 2%
O=C(/C=C/c1ccccc1)Nc1nnc(SCC(=O)c2ccc3ccccc3c2)s1
    -3% | ? | 3%
Cc1nnc(SCC(=O)N2CCN(S(=O)(=O)c3ccccc3)CC2)s1
    -1% | -4% | -1%
CC1CC(C)(C)NC(=S)N1CCCC(=O)Nc1ccc(Br)cc1 (centres undefined)
    -1% | ? | 3%
Cc1c(C(N)=O)sc2ncn(CC(=O)N(C)C3CCCCC3)c(=O)c12
    -4% | -8% | -3%
CCN(c1ccccc1)S(=O)(=O)c1ccc2[nH]cc(C(=O)N3CCOCC3)c(=O)c2c1
    -15% | -14% | 50µM*
CC(=O)N=c1c(C#N)cc2c(=O)n3cccc(C)c3nc2n1Cc1ccco1
    -1% | ? | .
Cc1cc(C)c(C)c(S(=O)(=O)Nc2ccc(C(=O)N3CCCC3)cc2)c1C
    2% | ? | 3%[56.1 µM]

Taken from above:
For TDP1 inh, OC(Cn1cccn1)c1ccccc1 (centres undefined) has 2%
For TDP1 inh, CC1CC(C)(C)NC(=S)N1CCCC(=O)Nc1ccc(Br)cc1 (centres undefined) has 3%
For GCN5L2 inh, O=C(c1cccnc1)N1CCN(C(=O)c2cccc(Cl)c2)CC1 has -7%

Carrying on.
Order of values: GCN5L2 inh | DT40 TDP1 no CPT | TDP1 inh
Cc1ccc2c(=O)cc(C(=O)Nc3ccc(S(=O)(=O)N4CCCCC4C)cc3)oc2c1C (centres undefined)
    -4% | -21% | 2%
COc1ccc(CC(=O)Nc2ccc(C(=O)NC(C)(C)C)cc2)cc1
    -7% | ? | 3%
COCCN(C(=O)Cc1cccs1)C(C(=O)NCc1ccc(OC)cc1)c1ccc(OC)cc1 (centres undefined)
    -18% | ? | 6%
CC1C(=O)N2CCCc3cc(NC(=O)C(=O)NCCc4ccccc4)cc1c32 (centres undefined)
    -4% | ? | 2%
O=C(COC(=O)c1ccc(Br)c(S(=O)(=O)N2CCOCC2)c1)NC1CC1
    -2% | 0% | 0%
Cc1cc(NC(=O)COC(=O)c2cc3c(s2)CCC(C)C3)no1 (centres undefined)
    -5% | -10% | 2%

Another view of some results above.
| molecule | GCN5L2 inh | DT40 TDP1 no CPT | TDP1 inh |
| --- | --- | --- | --- |
| CCc1ccc2[nH]cc(S(=O)(=O)c3ccc(C)c(C)c3)c(=O)c2c1 | 1% | -28% | . |
| C=C(C)CSc1nc(N)c2c(C)c(C)sc2n1 | -2% | -11% | 4% |
| COc1cn(-c2ccccc2)nc1C(=O)Nc1ccc(C)cc1Cl | -19% | ? | ? |
| CC1C(=O)N2CCCc3cc(NC(=O)C(=O)NCCc4ccccc4)cc1c32 (centres undefined) | -4% | ? | 2% |
